# EZH2 inh: inhibitors of human EZH2/PRC2 methyltransferase; PRC2 H3K27 methylation, DELFIA TRF, 1 h; inhibition, % at 12.5 µM; 57,000 compounds, 0.35% hits;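 active = mean inhibition of replicates at least 50% and every single replicate also reaching 50%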;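 also: dimethyl H3K27 on biotinylated H3 21-44 peptide detected by antibody; plate controls were median neutral control wells for no effect and median positive control wells for full effect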
# IDH1 mut inh: inhibitors of human IDH1 R132H | O75874 | IDH1 R132H reductase, diaphorase/resazurin fluorescence, 60 min | inhibition, % at 10 µM | 70,000 compounds, 0.18% hits | AID 624101; in the data active = inhibition above about 34%;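 also: 0% = DMSO and 100% = no enzyme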
# Target sequence (O75874 whole entry R132H): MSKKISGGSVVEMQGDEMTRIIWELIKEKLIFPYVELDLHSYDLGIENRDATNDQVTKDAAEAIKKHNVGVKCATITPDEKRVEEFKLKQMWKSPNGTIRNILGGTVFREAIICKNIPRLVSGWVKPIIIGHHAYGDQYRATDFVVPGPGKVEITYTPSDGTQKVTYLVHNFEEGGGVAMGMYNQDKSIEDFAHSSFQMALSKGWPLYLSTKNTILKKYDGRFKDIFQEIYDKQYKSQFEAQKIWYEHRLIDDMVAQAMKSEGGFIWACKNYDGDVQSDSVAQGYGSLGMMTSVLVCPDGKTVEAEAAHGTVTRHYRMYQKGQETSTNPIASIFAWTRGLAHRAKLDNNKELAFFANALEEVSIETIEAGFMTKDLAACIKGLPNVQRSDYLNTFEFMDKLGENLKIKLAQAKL
# Starred values were filed as active, the others as inactive; x = no result given.
SMILES	EZH2 inh	IDH1 mut inh
C[C@@H]1CN([C@@H](C)CO)C(=O)Cc2cc(NS(C)(=O)=O)ccc2O[C@@H]1CN(C)C(=O)Nc1ccc2c(c1)OCO2	x	0.2
Cc1noc(C)c1NC(=O)N[C@H]1CC[C@H](CC(=O)N2CCN(C)CC2)O[C@@H]1CO	8.2	0.2
C[C@H](CO)N1C[C@H](C)[C@@H](CN(C)Cc2ccc(Oc3ccccc3)cc2)Oc2ccc(NC(=O)Nc3ccc(C(F)(F)F)cc3)cc2C1=O	x	1.0
C[C@@H]1CN([C@@H](C)CO)C(=O)Cc2cc(NC(=O)Nc3ccc(C(F)(F)F)cc3)ccc2O[C@@H]1CN(C)C	-4.0	1.3
C[C@@H]1CN([C@@H](C)CO)C(=O)c2cc(NS(=O)(=O)c3cn(C)cn3)ccc2O[C@@H](C)CCCCO[C@H]1CN(C)C(=O)C1CCCCC1	x	0.8
COC(=O)C[C@H]1C=C[C@H](NS(=O)(=O)c2ccc(OC)cc2)[C@H](CO)O1	4.4	0.0
CC(C)CC#Cc1cnc2c(c1)C(=O)N([C@@H](C)CO)C[C@H](C)[C@@H](CN(C)C(=O)Cc1ccncc1)O2	x	17.5
O=C1O[C@@H](c2ccccc2)[C@@H](c2ccccc2)N2[C@@H](c3ccc(OCCO)cc3)[C@]3(C(=O)Nc4ccc(C#CC5(O)CCCCCC5)cc43)[C@@H](C(=O)O)[C@H]12	30.3	x

# The list continues:
SMILES	EZH2 inh	IDH1 mut inh
C[C@H]1CN([C@@H](C)CO)C(=O)Cc2cc(NS(C)(=O)=O)ccc2O[C@@H]1CN(C)Cc1ccc(-c2ccccc2)cc1	-10.7	-6.0
O=C(C[C@@H]1C=C[C@@H](NS(=O)(=O)c2ccc(F)cc2)[C@@H](CO)O1)NCc1ccc(Cl)c(Cl)c1	12.4	0.1
Cc1noc(C)c1S(=O)(=O)Nc1ccc2c(c1)C(=O)N([C@@H](C)CO)C[C@@H](C)[C@@H](CN(C)S(=O)(=O)c1cn(C)cn1)OCCCC[C@@H](C)O2	x	-5.0
COc1cc(N)c(Cl)cc1C(=O)OCCCN1CCCCC1	-12.0	-0.7
COCC(=O)N1C[C@H](C)[C@@H](OC)CN(C)C(=O)c2ccc(NC(=O)c3ccc(F)cc3)cc2OC[C@H]1C	-0.7	0.3
Cc1ccc(S(=O)(=O)N(C)C[C@H]2OCCCC[C@H](C)Oc3ccc(NC(=O)c4ccncc4)cc3C(=O)N([C@H](C)CO)C[C@H]2C)cc1	x	-1.0
C[C@@H]1CN([C@@H](C)CO)C(=O)CCCn2cc(nn2)CO[C@H]1CN(C)Cc1ccc(Cl)c(Cl)c1	2.7	-2.9
CC(C)NC(=O)N[C@@H]1CC[C@@H](CCn2cc(-c3ccccc3)nn2)O[C@H]1CO	6.2	-0.3

# Next part:
SMILES	EZH2 inh	IDH1 mut inh
C[C@H]1CN([C@@H](C)CO)S(=O)(=O)c2ccc(-c3cccc(C#N)c3)cc2O[C@@H]1CN(C)Cc1ccccn1	12.4	2.5
COc1ccc(NC(=O)Nc2ccc3c(c2)[C@H]2C[C@@H](CC(=O)N[C@@H](C)c4ccccc4)O[C@H](CO)[C@H]2O3)cc1	-13.2	0.9
COc1ccc(NC(=O)N(C)C[C@H]2Oc3ccc(NS(=O)(=O)c4cn(C)cn4)cc3C(=O)N([C@@H](C)CO)C[C@H]2C)cc1	x	0.0
COc1ccc(S(=O)(=O)N(C)C[C@@H]2Oc3ccc(NC(=O)NC(C)C)cc3C(=O)N([C@H](C)CO)C[C@H]2C)cc1	x	-0.8
COc1ccc(S(=O)(=O)N(C)C[C@H]2Oc3ccc(NS(=O)(=O)c4ccc(F)cc4)cc3C(=O)N([C@@H](C)CO)C[C@@H]2C)cc1	x	-0.1
O=C(C[C@@H]1CC[C@@H](NC(=O)C2CCOCC2)[C@H](CO)O1)NCC1CCCCC1	7.8	1.1
C[C@@H]1CN([C@@H](C)CO)C(=O)Cc2cc(NC(=O)C3CC3)ccc2O[C@H]1CN(C)Cc1ccc(-c2ccccc2)cc1	-28.3	0.0
C[C@H]1CN([C@@H](C)CO)C(=O)c2cc(-c3ccncc3)cnc2O[C@@H]1CN(C)Cc1ccc(Oc2ccccc2)cc1	-18.9	-4.0

# More entries:
SMILES	EZH2 inh	IDH1 mut inh
C[C@@H]1CCCCO[C@H](CN(C)S(C)(=O)=O)[C@@H](C)CN([C@@H](C)CO)C(=O)c2cc(N(C)C)ccc2O1	0.6	x
C[C@H](CO)N1C[C@H](C)[C@H](CN(C)Cc2ccccc2)OCc2cnnn2CCCC1=O	2.6	0.0
CO[C@@H]1CN(C)C(=O)c2ccc(NC(C)=O)cc2OC[C@H](C)N(C(=O)C2CCCCC2)C[C@@H]1C	0.3	0.2
C[C@H]1CN([C@@H](C)CO)C(=O)Cc2cc(NS(=O)(=O)c3ccc(Cl)cc3)ccc2O[C@@H]1CN(C)S(C)(=O)=O	x	-0.2
CCNC(=O)C[C@@H]1CC[C@H](NS(=O)(=O)c2ccc(C)cc2)[C@@H](CO)O1	-1.0	0.2
O=C(CCCN1C(=O)c2ccccc2C1=O)Nc1ccc(Br)cc1F	-22.0	-0.3
CC(=O)N[C@@H]1CC[C@H](CCNC(=O)Nc2ccc(C(F)(F)F)cc2)O[C@@H]1CO	-1.2	0.5
COc1ccc(S(=O)(=O)N[C@@H]2CC[C@@H](CCNC(=O)c3ccccc3F)O[C@H]2CO)cc1	-2.6	0.2

# Some of the entries so far, with two lines to a compound.
# Screens in order: EZH2 inh	IDH1 mut inh
O=C(CCCN1C(=O)c2ccccc2C1=O)Nc1ccc(Br)cc1F
→ -22.0	-0.3
CC(=O)N[C@@H]1CC[C@H](CCNC(=O)Nc2ccc(C(F)(F)F)cc2)O[C@@H]1CO
→ -1.2	0.5

# Other compounds follow:
SMILES	EZH2 inh	IDH1 mut inh
CCCNC(=O)N(C)C[C@H]1Oc2ncc(C#CCC3CCCC3)cc2C(=O)N([C@@H](C)CO)C[C@@H]1C	-5.1	-0.4
COC(=O)c1c(-c2snnc2C)n[nH]c1C	-8.3	-0.1
C[C@@H]1CN([C@H](C)CO)C(=O)Cc2cc(NC(=O)Cn3cnnn3)ccc2O[C@H]1CN(C)C(=O)Nc1ccc(F)cc1	x	-0.3
COc1ccc(NC(=O)Nc2cccc3c2O[C@@H](CN(C)S(=O)(=O)c2ccc(Cl)cc2)[C@@H](C)CN([C@@H](C)CO)C3=O)cc1	x	-1.9
COc1cccc2c1C(=O)c1ccc3c(c1C2=O)C(=O)CC(C)(O)C3 (stereo not given)	x	-1.2
C[C@@H]1CN([C@@H](C)CO)C(=O)c2cccc(NC(=O)CCCCCC(=O)Nc3ccccc3N)c2O[C@@H]1CN(C)Cc1ccncc1	3.4	-0.1
CCCC#Cc1cnc2c(c1)C(=O)N([C@@H](C)CO)C[C@@H](C)[C@H](CN(C)Cc1ccc(F)cc1)O2	-9.2	-0.5
CO[C@H]1CN(C)C(=O)c2cc(NS(C)(=O)=O)ccc2OC[C@@H](C)N(C(=O)C2CCC2)C[C@H]1C	-3.2	-0.2

# More results
smiles	EZH2 inh	IDH1 mut inh
O=C(C[C@@H]1CC[C@H](NC(=O)C2CC2)[C@H](CO)O1)NC1CCC1	5.8	0.1
CO[C@@H]1CN(C)C(=O)c2cc(NC(=O)C3CCCC3)ccc2OC[C@@H](C)N(S(=O)(=O)c2ccc(Cl)cc2)C[C@H]1C	-12.6	0.1
CNC[C@@H]1Oc2c(NC(=O)NC3CCCCC3)cccc2C(=O)N([C@@H](C)CO)C[C@@H]1C	-14.9	0.4
COCC(=O)Nc1ccc2c(c1)OC[C@H](C)N(Cc1cc(F)ccc1F)C[C@@H](C)[C@H](OC)CN(C)C2=O	1.2	0.0
O=C(C[C@H]1C[C@H]2c3cc(NC(=O)NC4CCCC4)ccc3O[C@H]2[C@H](CO)O1)NCC1CC1	-0.8	0.5
COc1ccc(-n2nc3cc(C)c(NC(=O)COc4ccc(Cl)cc4Cl)cc3n2)cc1	4.3	x
COc1ccc(S(=O)(=O)N(C)C[C@@H]2Oc3ccc(NC(=O)CCN4CCOCC4)cc3CC(=O)N([C@@H](C)CO)C[C@@H]2C)cc1	x	3.0
COc1cccc(C(=O)Nc2ccc3c(c2)C(=O)N(C)C[C@H](OC)[C@H](C)CN(CC2CC2)[C@H](C)CO3)c1	6.8	0.2
CCNC(=O)C[C@@H]1CC[C@@H](NC(=O)C2CCC2)[C@@H](CO)O1	-2.0	-0.1
COc1ccc(S(=O)(=O)N(C)C[C@H]2OCCCC[C@H](C)Oc3ccc(NC(=O)CCC(F)(F)F)cc3C(=O)N([C@H](C)CO)C[C@@H]2C)cc1	x	-0.9
C[C@@H]1CN([C@@H](C)CO)C(=O)c2cccc(NC(=O)C3CCCCC3)c2O[C@H]1CN(C)S(C)(=O)=O	-0.2	x
COc1ccc(CN(C)C[C@H]2OCCCC[C@@H](C)Oc3ccc(NS(=O)(=O)c4ccc(C)cc4)cc3C(=O)N([C@H](C)CO)C[C@@H]2C)cc1	x	0.4

# Further compounds
smiles	EZH2 inh	IDH1 mut inh
C[C@@H]1CN([C@@H](C)CO)C(=O)Cc2cc(NC(=O)Cn3cnnn3)ccc2O[C@@H]1CN(C)C(=O)Nc1ccc(F)cc1	x	-0.2
C[C@H]1CN([C@@H](C)CO)C(=O)c2cccc(NS(=O)(=O)c3cn(C)cn3)c2O[C@@H]1CN(C)C(=O)Nc1ccc(C(F)(F)F)cc1	x	0.8
COCC(=O)N(C)C[C@@H]1Oc2cc(-c3cncnc3)ccc2S(=O)(=O)N([C@@H](C)CO)C[C@@H]1C	-2.6	-0.3
CNC[C@H]1Oc2ncc(-c3ccc(OC)cc3)cc2C(=O)N([C@@H](C)CO)C[C@@H]1C	-4.3	1.1
CCCC#Cc1ccc2c(c1)O[C@@H](CN(C)Cc1ccncc1)[C@@H](C)CN([C@@H](C)CO)S2(=O)=O	0.4	7.0
CCC(C)C(=O)OC1CC(C)C=C2C=CC(C)C(CCC(O)CC(O)CC(=O)O)C21 (stereo not given)	x	0.7
C[C@H](CO)N1C[C@H](C)[C@@H](CN(C)C(=O)CC2CC2)Oc2cc(C#CCN(C)C)ccc2S1(=O)=O	x	0.2
CCC(=O)N1C[C@H](C)[C@@H](OC)CN(C)C(=O)c2cc(NC(=O)COC)ccc2OC[C@@H]1C	3.8	0.1
CC(C)NC(=O)N[C@@H]1C=C[C@@H](CC(=O)NCCCN(C)C)O[C@H]1CO	8.3	0.1
COC(=O)CCSc1nc2sc3c(c2c(=O)n1-c1cccc(C)c1)CC(C)(C)OC3	7.0	1.9
C[C@@H]1CN([C@@H](C)CO)C(=O)c2cc(-c3cccnc3)cnc2O[C@@H]1CN(C)S(C)(=O)=O	2.3	-5.1
C[C@@H]1CN([C@@H](C)CO)C(=O)c2cc(Br)cnc2O[C@@H]1CN(C)Cc1ccccc1	4.1	2.9

# The list goes on; it opens with the 3 that closed the last part.
smiles	EZH2 inh	IDH1 mut inh
COC(=O)CCSc1nc2sc3c(c2c(=O)n1-c1cccc(C)c1)CC(C)(C)OC3	7.0	1.9
C[C@@H]1CN([C@@H](C)CO)C(=O)c2cc(-c3cccnc3)cnc2O[C@@H]1CN(C)S(C)(=O)=O	2.3	-5.1
C[C@@H]1CN([C@@H](C)CO)C(=O)c2cc(Br)cnc2O[C@@H]1CN(C)Cc1ccccc1	4.1	2.9
C[C@@H]1CN([C@@H](C)CO)C(=O)c2cc(C#CCN(C)C)cnc2O[C@H]1CN(C)Cc1cccc(F)c1	x	0.2
C[C@H]1CCCCO[C@@H](CN(C)C(=O)Nc2ccccc2)[C@@H](C)CN([C@@H](C)CO)C(=O)c2cc(NC(=O)c3ccncc3)ccc2O1	x	-0.2
CSc1cccc(NC(=O)CN(c2ccc3c(c2)OCCO3)S(C)(=O)=O)c1	-6.4	0.7
Cc1noc(C)c1NC(=O)Nc1ccc2c(c1)C(=O)N([C@H](C)CO)C[C@@H](C)[C@H](CN(C)Cc1ccc(Cl)c(Cl)c1)O2	10.3	x
O=C(CSc1nnc(-c2ccc(Br)cc2)o1)Nc1ccc2ccccc2c1	-3.9	0.1
C[C@@H]1CN([C@@H](C)CO)C(=O)Cc2cc(NC(=O)Nc3cccc4ccccc34)ccc2O[C@@H]1CN(C)Cc1ccncc1	-11.3	-2.1
C[C@H]1CN([C@@H](C)CO)C(=O)c2cc(N(C)C)ccc2O[C@@H]1CN(C)C(=O)Nc1ccc2c(c1)OCO2	-9.6	0.9
COc1ccc(CNC(=O)C[C@@H]2C=C[C@@H](NC(=O)Nc3ccc4c(c3)OCO4)[C@H](CO)O2)cc1	-5.1	0.3
C[C@@H]1CN([C@H](C)CO)C(=O)Cc2cc(NC(=O)Nc3ccc(F)cc3)ccc2O[C@H]1CN(C)C(=O)Nc1ccc2c(c1)OCO2	x	-1.6
CC(C)NC(=O)N(C)C[C@@H]1Oc2ccc(NS(=O)(=O)c3ccc(F)cc3)cc2CC(=O)N([C@@H](C)CO)C[C@H]1C	6.9	0.6
C[C@H](CO)N1C[C@H](C)[C@@H](CN(C)S(=O)(=O)c2ccc(F)cc2)OCCCC[C@H](C)Oc2ccc(N(C)C)cc2C1=O	0.8	1.9
CC(C)CC#Cc1ccc2c(c1)O[C@H](CN(C)C(=O)C1CC1)[C@H](C)CN([C@H](C)CO)S2(=O)=O	9.0	x

# Next section.
smiles	EZH2 inh	IDH1 mut inh
COc1ccc(NC(=O)Nc2ccc3c(c2)C(=O)N([C@H](C)CO)C[C@@H](C)[C@H](CN(C)S(=O)(=O)c2cn(C)cn2)OCCCC[C@@H](C)O3)cc1	x	-5.3
CC(=O)CC(c1ccccc1)c1c(O)c2ccccc2oc1=O (stereo not given)	x	0.1
O=C(O)CCCCCCC(=O)N/N=C/c1cc(F)ccc1O	0.0	1.5
CCOc1ccccc1OCC(=O)Nc1ccccc1[N+](=O)[O-]	23.8	-0.1
CCn1c2ccccc2c2cc(NC(=O)CCCN3C(=O)c4ccccc4C3=O)ccc21	16.9	-0.1
Cc1noc(C)c1S(=O)(=O)Nc1ccc2c(c1)C(=O)N([C@H](C)CO)C[C@@H](C)[C@H](CN(C)S(C)(=O)=O)O2	x	4.2

# Only part of the results is shown; the hit share may differ from the screen's.
